INS-1E GSIS act: GLuc luminescence reporter in INS-1E cells, primary screen for activators of glucose-dependent secretion of insulin; INS-1E GLuc reporter insulin secretion, 2-3 h; activation, % at 16.6 µM; 0.61% of 370,000 active; AID 743287;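 active = lowest replicate activation of at least 40%, so every replicate reaches that level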;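 also: 0% = median of neutral control wells and 100% = median of IBMX positive control wells; some compounds called inactive have numbers as strong as hits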
Statin myotox sup: protects C2C12 myotubes from simvastatin toxicity | ATP luminescence, 48 h; scaled: DMSO 0, geranylgeraniol control 100 | rescue of ATP level, % at 7.49 µM | 0.78% of 330,000 active | AID 602340;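 active = mean ATP rescue above about 67%, or every replicate alone reaching that limit, limit read from the data, passing the limit was not always enough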;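 also: myotubes were challenged with 10 µM simvastatin during compound exposure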
PAX8 reporter: lowers PAX8-driven luciferase in RMG-I cells. 1.2% of 360,000 active. RMG-I TPO-luciferase reporter, SteadyGlo, 24 h. inhibition, % at 12.6 µM;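 active = mean replicate inhibition at least 60% with every replicate also reaching 60%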;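 also: luciferase light reporting Pax8 driven TPO promoter activity; plate controls were median of neutral control wells for no effect and mitoxantrone controls for full effect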
LGR2 antag: Drosophila LGR2 receptor signaling inhibition | 0.35% of 380,000 active | AID 720647 | HEK293 LGR2, CRE-luciferase, bursicon-stimulated, 4 h | inhibition, % at 9.99 µM;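 active = drop in luminescence signal, shown as inhibition above about 50% in the replicate tests, limit read from the data, passing the limit was not always enough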;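 also: agonist challenge used bursicon conditioned medium at about half maximal strength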
PGC1a acetyl inh: modulators of PGC1a acetylation; AID 651687; 0.17% of 350,000 active; U2OS PGC1a acetylation, AlphaScreen anti-acetyl-lysine; with virally co-expressed GCN5 acetyltransferase; inhibition, % at 15.6 µM;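 active = every replicate shows inhibition of at least 40%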;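 also: 0% = neutral control wells and 100% = positive control wells; some results beyond the cut were filed as inactive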
Cneo AK release: Cryptococcus neoformans lysis via adenylate kinase release | C. neoformans lysis, adenylate kinase release luminescence, 4 h; normalised: neutral wells 0, clomiphene wells 100 | 0.2% of 360,000 active | lysis activity, % at 15 µM | AID 651654;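 active = mean lysis activity across replicates of at least 80%, whatever share of replicates individually reach that level; inactive = mean lysis activity below 80%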
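Assay system: log-phase C. neoformans yeast / Quantity: yeast cell density of 5 × 10^6 cells/mL / Medium: fresh YPD growth medium / Compound: single dose / Timing: static 4 h at 37 °C with compound, 1 h detection / Measured by: adenylate kinase release luminescence / Read-out: lysis from increased AK signal / Benchmarks: Clomiphene as positive lysis control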
PglD inh: inhibitors of Campylobacter jejuni PglD acetyltransferase; purified PglD enzyme, DTNB colorimetric CoA detection; inhibition, % at 12.5 µM; 0.098% of 360,000 active; in the data active = inhibition above about 16%, passing the limit was not always enough; also: strong numbers were not always called active
ARNT TACC3 PPI: ARNT/TACC3 interaction disruption | Q9Y6A5 | AlphaScreen His-ARNT PAS-B/GST-TACC3 binding, luminescence; TACC3 fragment carries E629A point mutation | inhibition, % at 9.99 µM | 0.66% of 390,000 active | AID 623870;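 active = mean inhibition of replicates at least 50% and at least half of replicates each reaching 50%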;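 also: 0% = complete ARNT plus TACC3 wells and 100% = ARNT alone without TACC3; many hits fall short of the cut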
Numbers without * were called inactive; . = no result given. Compounds were not picked by outcome. Share with any hit: about 2.9%.

SMILES	INS-1E GSIS act	Statin myotox sup	PAX8 reporter	LGR2 antag	PGC1a acetyl inh	Cneo AK release	PglD inh	ARNT TACC3 PPI
CN1/C(=C\C(=O)C[n+]2cccc(Br)c2)C(C)(C)c2ccccc21	-28	.	41	7	2	.	.	1
CCC(CC)C(=O)Nc1cccc(C(=O)Nc2nnc(C)s2)c1	0	.	-10	5	.	.	.	7
CCC(CC)NCCOC(=O)c1ccc([N+](=O)[O-])cc1	-4	25	10	7	.	6	-2	.
O=C1CN(C(=O)/C=C/c2ccccc2)CCN1	6	-3	-11	-21	9	-2	-1	-1
CC(C)OCC1CC(CC(=O)Nc2ccc([N+](=O)[O-])cc2)C(=O)O1 (stereo unspecified)	1	.	-10	13	-7	.	.	1
Nc1nc2nc(-c3ccc(F)cc3)cc(C(F)(F)F)n2n1	4	1	-11	1	11	2	-2	-2
c1ccc(OCc2nnc(-c3ccccc3)o2)cc1	4	.	-118	-40	.	.	.	-2
Cc1ccc(-c2noc(-c3ccccc3C(=O)NCc3ccco3)n2)cc1	-38	.	8	-9	.	.	.	2
CCOC(=O)C(=CNc1cc(C)nn1-c1ccc(Cl)cc1)C(=O)OCC	.	-5	34	.	.	-2	0	1
CCOC(=O)CNc1ncnc2nc[nH]c12	.	-5	2	4	5	0	.	-10
O=C(C1CCCN(S(=O)(=O)c2cccc3nsnc23)C1)N1CC=C(c2ccccc2)CC1 (stereo unspecified)	.	8	.	.	-1	-2	2	-2
COc1ccc(OCC(=O)Nc2ccc3c(c2)nc(CCN2CCN(C)CC2)n3C)cc1	3	-8	7	-10	-11	23	3	7
COc1ccccc1NS(=O)(=O)c1cccc(NC(=S)NCCN2CCOCC2)c1	3	.	16	7	.	.	.	3
CCC(=O)Nc1cccc(-c2nc3ccc(C)cc3o2)c1	19	-8	-145	-59	1	-1	1	-7
O=C(CCCNC(=O)c1ccc(Cl)cc1)Nc1ccccc1C(F)(F)F	3	-6	-18	-10	-1	0	3	-8
CCOC(=O)c1cnn(-c2cc(C)c3ccccc3n2)c1N	.	-24	.	.	8	-1	-2	2
Cc1nnc(SCC(=O)c2cc(C)n(-c3c(C)n(C)n(-c4ccccc4)c3=O)c2C)s1	.	33	.	.	-8	0	5	21
CCOC(=O)c1c(NC(=O)c2c(C)noc2C)sc2c1CCCCC2	.	4	.	.	.	-1	-10	-30
CCN(CC)CCN1CCN(c2cncc(-c3ccc4ccccc4c3)n2)CC1	-9	.	.	-8	.	-1	6	.
Cc1cc(C)n(CCC(=O)Nc2ccc(-c3ccno3)cc2)n1	9	7	-10	-1	4	1	-3	-2
C/C=C/c1cnc2c(c1)C(=O)N([C@H](C)CO)C[C@H](C)[C@H](CN(C)C(=O)NCCC)O2	16	6	.	-15	-2	-6	-2	-4
O=C(C[C@H]1C[C@H]2c3cc(NC(=O)C4CCOCC4)ccc3O[C@H]2[C@@H](CO)O1)NCCN1CCCCC1	1	-2	-12	-29	6	2	1	-2
COc1cc(OC)c2cc(C(=O)N[C@@H](Cc3ccccc3)C(=O)O)n(C)c2c1	5	6	25	-13	-1	5	2	-1
CCCNC(=O)Nc1cc(OC)c(OC)cc1Cc1nccc2cc(OC)c(OC)cc12	4	1	-10	-3	.	-2	8	27
Cn1c(=O)c2c(ncn2CC(COCc2ccccc2Cl)OCc2ccccc2Cl)n(C)c1=O (stereo unspecified)	.	.	6	.	.	10	7	-4
O=C(C[C@@H]1CC[C@@H]2[C@H](COC[C@@H](O)CN2C(=O)Nc2cc(Cl)cc(Cl)c2)O1)N1CCCCC1	-8	-1	17	8	6	-5	-2	15
O=C(Nc1ccc(C(=O)N2CCCC2)cc1)c1ccc2c(c1)OCO2	-10	-23	.	-19	4	0	1	0
Cc1noc(C)c1NC(=O)N(C)C[C@@H]1OCCCC[C@H](C)Oc2ccc(NC(=O)Cc3ccccc3)cc2C(=O)N([C@@H](C)CO)C[C@H]1C	-10	.	.	-29	0	1	1	0
C[C@@H]1CN([C@H](C)CO)S(=O)(=O)c2ccc(-c3ccc(C(=O)N(C)C)cc3)cc2O[C@H]1CN(C)C(=O)C1CCC1	-1	2	4	18	-2	43	-4	11
C/C=C/c1cnc2c(c1)C(=O)N([C@H](C)CO)C[C@@H](C)[C@H](CN(C)S(=O)(=O)c1ccc(OC)cc1)O2	-1	18	.	-4	-4	5	-4	1
CCCN(C)C[C@H]1Oc2cc(-c3ccc(C)cc3)ccc2S(=O)(=O)N([C@H](C)CO)C[C@H]1C	-1	-1	.	17	-37	2	4	7
CC(=O)c1ccc(C(=O)N2CCCC(N3CCN(c4ccc(F)cc4)CC3)C2)s1 (stereo unspecified)	4	-8	4	12	.	5	9	2
CCCCCC(C)NC(=O)c1ccoc1C (stereo unspecified)	.	-9	-7	.	14	0	7	-4
O=C(NCCCn1ccnc1)c1ccc(Cl)cc1	-1	.	-1	0	3	-6	10	-4
O=C(CSc1nc(=O)n(CCCN2CCOCC2)c2c1CCCC2)Nc1ccccc1Cl	-1	3	21	2	-1	-1	0	3
COCCCNC(=O)c1cn(C)c(=O)c2c1c1ccccc1n2C	-5	11	-4	13	-5	1	3	5
COC(=O)Nc1nc2ccc(Sc3ccccc3)cc2[nH]1	6	-48	-38	-34	-17	1	2	3
Cc1sc2ncnc(SCC(=O)Nc3ccc(S(=O)(=O)N4CCOCC4)cc3)c2c1C	7	-1	6	16	.	0	1	-2
CCOC(=O)c1c(-c2ccccc2)csc1NC(=S)NC(=O)c1ccccc1	-16	.	.	.	-1	1	-3	6
C[C@@H]1CN([C@H](C)CO)C(=O)c2cc(-c3ccc(F)cc3)cnc2O[C@@H]1CN(C)C(=O)c1cccnc1	16	30	11	-31	1	-3	1	-6
NC(=O)[C@H]1[C@@H]2C(=O)O[C@@H](c3ccccc3)[C@@H](c3ccccc3)N2[C@@H](c2ccc(OCCO)cc2)[C@]12C(=O)Nc1ccccc12	.	.	-58	.	.	40	7	-3
CC(=O)N1CCN(C(=O)c2ccc(Cl)c(NC(=O)c3cccs3)c2)CC1	28	-14	.	-15	.	.	.	-3
O=C(CN1C(=O)c2ccccc2C1=O)Nc1cccc(Cl)c1	2	13	-31	11	-4	1	-3	-3
CCN1CCN(c2nc3c(c(=O)[nH]c(=O)n3C)n2CCCSc2ncccn2)CC1	.	5	.	.	.	-6	-5	-7
CCOc1ccc(S(=O)(=O)N2CCCCC2)cc1NC(=O)CSCc1c(C)noc1C	-1	-5	0	-14	.	2	0	-1
CN(/N=C/c1ccncc1)C1=NCCN1	-12	1	-7	5	-6	1	9	-2
C[C@@H]1CCCCO[C@@H](CN(C)C(=O)Nc2ccc(C(F)(F)F)cc2)[C@H](C)CN([C@@H](C)CO)C(=O)c2cc(NC(=O)Nc3ccc(C(F)(F)F)cc3)ccc2O1	1	.	77*	5	-5	-2	0	-16
CCOc1ccccc1NC(=O)C1C2C=CC(O2)C1C(=O)O (stereo unspecified)	.	21	.	.	-1	-1	-1	-6
C[C@H](CO)N1C[C@H](C)[C@@H](CN(C)S(C)(=O)=O)Oc2ccc(NC(=O)Nc3ccc(F)cc3)cc2CC1=O	-6	-7	-9	0	-4	0	4	-6
COc1ccc(C(=O)NCc2ccc(Cl)cc2)cc1S(=O)(=O)N1CCCC1	-5	9	7	3	.	-2	1	0
C[C@H](CO)N1C[C@H](C)[C@H](CN(C)Cc2ccc(C(=O)O)cc2)Oc2c(NS(=O)(=O)c3ccccc3)cccc2C1=O	5	-3	6	17	12	-2	-2	-6
Cc1cc(C(=O)NNC(=O)c2ccc(Cl)cc2Cl)c(C)o1	-5	1	-53	-1	4	5	4	7
CN(C)CC(=O)Nc1ccc2c(c1)[C@@H]1C[C@@H](CC(=O)N3CCN(C)CC3)O[C@H](CO)[C@@H]1O2	2	4	-11	-6	-5	-2	-2	0
O=C1OC[C@H]2CCCC[C@@H](CO)ON12	-8	9	4	-5	6	4	-4	2
Fc1ccc(OCCOCCN2CCNCC2)cc1	-7	-9	1	-2	.	-1	-2	9
CCOC(=O)c1[nH]c(C)c(CN(CCc2ccccc2)C(=O)CCC(=O)O)c1C	.	3	-4	.	1	-1	2	-13
O=C(c1cc(COc2ccc(F)cc2Cl)on1)N1CCc2ccccc2C1	2	0	1	-15	.	5	1	-4
O=C(CN1CCN(c2ccc(O)cc2)CC1)Nc1ccc(S(=O)(=O)N2CCCC2)cc1	-13	-9	-11	-9	3	1	-1	3
CCOC(=O)c1cc(C#N)c(SCC(=O)c2cc(C#N)c(SC)nc2C)[nH]c1=O	4	-2	.	7	10	1	0	5
CC=Cc1ccc2n(c1=O)C[C@@H]1[C@@H](CO)[C@H](C(=O)NCc3ccccc3)[C@H]2N1S(C)(=O)=O (mixture of isomers)	-2	-19	1	-17	.	2	-1	1
Next entries follow.
SMILES	INS-1E GSIS act	Statin myotox sup	PAX8 reporter	LGR2 antag	PGC1a acetyl inh	Cneo AK release	PglD inh	ARNT TACC3 PPI
O=C(Nc1nnc(-c2ccco2)s1)C1CCCCC1	7	0	.	-59	3	-1	4	2
CC=Cc1ccc2n(c1=O)C[C@@H]1[C@@H](CO)[C@H](C(=O)N(C)C)[C@H]2N1CC1CCCCC1 (mixture of isomers)	-4	8	.	4	.	0	-2	3
COc1ccc(-c2nc(CSCC(=O)N3CCC(C(N)=O)CC3)c(C)o2)cc1OC	12	4	-6	-14	-3	0	-1	-4
COc1cccc(C2CC(c3ccccc3)=NN2S(=O)(=O)c2ccccc2)c1OC (stereo unspecified)	17	8	4	-34	-22	-1	3	8
NC(=O)C1CCN(C(c2ccccc2Cl)c2nnnn2Cc2ccc3c(c2)OCO3)CC1 (stereo unspecified)	.	-6	.	.	1	-7	-12	7
COc1cc(OC)c2ccc(=O)oc2c1C(CCN1CCOCC1)c1ccc2c(c1)OCO2 (stereo unspecified)	-1	-8	-6	9	10	-1	-5	7
CCC[C@@H]1Cc2ccccc2N1C(C)=O	0	2	-3	27	-4	-1	4	-6
O=C(CSc1nnc(-c2ccccc2Cl)o1)Nc1ccc2c(c1)OCCO2	.	-1	.	.	-6	3	-6	-2
N#C/C(=C\c1ccc(-c2ccc([N+](=O)[O-])cc2)o1)C(=O)Nc1nc(-c2cccs2)cs1	38	.	-15	3	10	.	.	-6
O=C(Nc1ccc(Cl)cc1)N[C@@H]1CC[C@H](CCn2cc(C3(O)CCCC3)nn2)O[C@H]1CO	-4	11	8	13	5	-3	2	-1
C[C@@H]1CN([C@@H](C)CO)C(=O)Cc2cc(NS(=O)(=O)c3ccccc3)ccc2O[C@H]1CN(C)C(=O)Nc1ccc(F)cc1	-12	10	-4	-4	-1	57	13	-19
COc1cc(F)ccc1S(=O)(=O)N1CCN(C23CC4CC(CC(C4)C2)C3)CC1	.	6	15	.	-12	1	-1	.
Cc1ccc(C)c2c(N)c3c(nc12)CCCCC3 (tested in a mixture with another compound)	-1	.	10	-6	.	.	.	-1

3 compounds from above, ordered by SMILES length, largest number first:
SMILES	INS-1E GSIS act	Statin myotox sup	PAX8 reporter	LGR2 antag	PGC1a acetyl inh	Cneo AK release	PglD inh	ARNT TACC3 PPI
C[C@@H]1CN([C@@H](C)CO)C(=O)Cc2cc(NS(=O)(=O)c3ccccc3)ccc2O[C@H]1CN(C)C(=O)Nc1ccc(F)cc1	-12	10	-4	-4	-1	57	13	-19
COc1ccc(-c2nc(CSCC(=O)N3CCC(C(N)=O)CC3)c(C)o2)cc1OC	12	4	-6	-14	-3	0	-1	-4
CCC(=O)Nc1cccc(-c2nc3ccc(C)cc3o2)c1	19	-8	-145	-59	1	-1	1	-7
